Assay outcomes (PubChem BioAssay)
MsrA inh: bovine MsrA inhibition; AID 651718; inhibition, % at 15.5 µM; actives 0.75% (n = 360,000); purified bovine MsrA, absorbance read-out; in the data active = inhibition above about 4.5%;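 note: 0% = vehicle wells with enzyme and 100% = reference inhibitor wells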
SUMO1-SIM PPI: alters human SUMO1 binding to SIM partners; P63165; SUMO1 binding to a labelled peptide, TR-FRET, 1 h; inhibition, % at 20 µM; actives 0.33% (n = 360,000); AID 602429; in the data active = inhibition above about 37%
Target sequence (P63165 whole entry, looked up): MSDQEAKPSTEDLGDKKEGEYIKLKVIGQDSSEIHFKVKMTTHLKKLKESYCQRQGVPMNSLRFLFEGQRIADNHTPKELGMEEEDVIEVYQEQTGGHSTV
CSN inh: CSN deneddylation inhibition; inhibition, % at 12.5 µM; actives 0.38% (n = 360,000); Q92905; Purified CSN, SCF-Nedd8-OG deneddylation, fluorescence polarization;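 active = pattern-corrected inhibition above about 35%, with an unprinted fluorescence ratio check between 0.5 and 1.5, limit read from the data, passing the limit was not always enough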;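 note: 0% = enzyme with substrate and 100% = substrate without enzyme; some results filed as inactive read as strong as hits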
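assay system = purified human Csn5 enzyme expressed in HEK293T cells | amount = 0.24 nM enzyme | buffer or medium = Tris/NaCl/DTT buffer, pH 7.5 | reagent = 10 nM SCFSkp2-Nedd8OG | compound = one concentration, 12.5 µM, 0.25% DMSO | times = 90 min reaction at room temperature | signal = FP | read-out basis = % inhibition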
DNMT1 inh: DNMT1 (human) enzyme inhibition; P26358; DNMT1 molecular beacon, Hinp1I cleavage, fluorescence; inhibition (reported as % activation of signal), % at 10 µM; actives 0.83% (n = 360,000); AID 588458; in the data active = inhibition above about 50%
STEP inh: STEP (human) phosphatase inhibition; inhibition, % at 20 µM; recombinant STEP, OMFP fluorogenic substrate, fluorescence; actives 0.25% (n = 360,000); AID 588621;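 active = inhibition at 20 µM, scaled per plate between control wells, above about 37%, limit read from the data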;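 note: 0% = DMSO with enzyme and substrate and 100% = substrate only without enzyme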
Target sequence (P54829 whole entry, looked up): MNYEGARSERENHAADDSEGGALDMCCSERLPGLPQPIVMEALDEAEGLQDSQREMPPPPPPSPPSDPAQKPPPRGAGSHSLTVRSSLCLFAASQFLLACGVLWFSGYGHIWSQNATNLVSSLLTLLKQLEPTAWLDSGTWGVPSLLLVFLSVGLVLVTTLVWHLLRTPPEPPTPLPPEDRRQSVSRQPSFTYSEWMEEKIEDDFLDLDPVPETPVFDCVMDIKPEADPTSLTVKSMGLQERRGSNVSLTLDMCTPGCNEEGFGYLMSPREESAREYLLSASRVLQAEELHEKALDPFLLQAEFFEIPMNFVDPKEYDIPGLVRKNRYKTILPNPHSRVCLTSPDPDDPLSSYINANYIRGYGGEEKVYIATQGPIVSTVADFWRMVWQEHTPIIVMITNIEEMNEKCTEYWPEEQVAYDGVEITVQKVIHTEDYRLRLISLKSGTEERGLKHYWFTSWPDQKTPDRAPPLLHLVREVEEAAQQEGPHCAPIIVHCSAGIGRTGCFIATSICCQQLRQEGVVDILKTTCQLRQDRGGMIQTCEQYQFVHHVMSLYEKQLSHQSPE
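Test system: STEP tyrosine phosphatase / Reagent: OMFP at 25 µM / Doses: 20 µM, 1% DMSO / Read-out: percent inhibition scaled to no-enzyme and uninhibited-enzyme controls, plate-pattern corrected / Detection: FITC-channel fluorescence of OMFP product / Medium: Bis-Tris buffer pH 6.0, 2.5 mM DTT, 0.005% Tween 20 / Schedule: 20 min at room temperature, dark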
NadD block: inhibitors of Staphylococcus aureus NadD | purified NadD enzyme, colorimetric absorbance read-out | inhibition, % at 20 µM | actives 0.78% (n = 360,000); in the data active = inhibition above about 26%; note: some compounds past the cut are filed as inactive
Scp-1 inhibitor: inhibitors of human Scp-1 phosphatase | Recombinant Scp1, phosphopeptide, malachite green phosphate absorbance | inhibition, % at 20 µM | actives 0.88% (n = 340,000) | AID 493091;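 active = inhibition above about 50% at 20 µM, limit read from the data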;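 note: plate controls were DMSO wells with enzyme for no effect and wells lacking enzyme for full effect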
Target sequence (Q9GZU7 76-261 limits assumed): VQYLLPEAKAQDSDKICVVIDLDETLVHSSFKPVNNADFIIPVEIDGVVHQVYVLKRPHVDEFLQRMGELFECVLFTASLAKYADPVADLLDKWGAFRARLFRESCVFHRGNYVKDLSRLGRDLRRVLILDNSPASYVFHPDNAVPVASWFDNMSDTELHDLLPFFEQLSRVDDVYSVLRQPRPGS
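Test system: SCP-1 phosphatase catalytic domain, residues 76-261 | Compound dosing: One concentration, 20 µM, with 1.0% DMSO | Schedule: 45 min room-temperature reaction, 5 min colour, 30 min stabiliser | Detection: Absorbance at 630 nm | Read-out basis: % inhibition of SCP-1 phosphate liberation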
Rpn11 inh: blocks the human proteasome subunit Rpn11 | O00487 | human 26S proteasome, Ub4-pepOG fluorescence polarization; 20S core pre-blocked with epoxomicin | AID 588493 | actives 0.59% (n = 360,000) | calls only at 20 µM;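 active = inhibition at 20 µM, scaled to each plate's controls, above about 33%, limit read from the data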
LMPTP inh: blocks human LMPTP phosphatase. P24666. recombinant LMPTP-A, OMFP fluorogenic substrate, fluorescence intensity. inhibition, % at 20 µM. actives 0.22% (n = 360,000);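 active = compounds that cut the enzyme signal by at least half of the control window in the single-dose screen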;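 note: plate controls were DMSO wells with enzyme plus substrate for no effect and substrate without enzyme for full effect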
Target sequence (P24666 whole entry, looked up): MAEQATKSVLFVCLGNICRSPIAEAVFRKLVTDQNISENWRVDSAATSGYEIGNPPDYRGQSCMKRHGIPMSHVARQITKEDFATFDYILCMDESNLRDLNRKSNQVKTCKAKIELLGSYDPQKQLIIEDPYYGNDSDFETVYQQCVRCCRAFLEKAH
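Test system: LMPTP-A, protein tyrosine phosphatase of low molecular weight; Input: 0.625 nM enzyme; Incubation: 50 min dark incubation at room temperature; Signal: endpoint fluorescence intensity from OMFP dephosphorylation; Read-out basis: % inhibition versus control wells.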
Tb MetRS inh: Trypanosoma brucei MetRS inhibition. purified T. brucei MetRS, ATP depletion, Kinase-Glo luminescence. inhibition, % at 11.9 µM. actives 0.4% (n = 360,000);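 active = inhibition above a per-plate cutoff of the control wells' mean inhibition plus 3 SD, cut at about 5.5% in these data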;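 note: 0% = DMSO wells median and 100% = median of wells with control inhibitor compound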
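assay system = parasite MetRS enzyme | timing = 15 min preincubation, 2 h reaction, all 25 °C | evaluation = percent inhibition relative to median high and low control wells | medium = HEPES buffer containing pyrophosphatase, BSA, spermine, DTT | compound = single dose, 11.9 µM final nominal, 0.9% final DMSO | detection = Kinase-Glo luminescence, ATP depletion format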
Starred values were filed as active, the others as inactive; i = inactive; x = no result given; + = active, no number.

1: Cn1nc(C(C)(C)C)cc1NC(=O)C1(C)CCN1C(=O)Cc1ccc(-c2ccccc2)cc1 (configuration not stated)
2: Cc1cc(OC(C)C(=O)NCC(O)c2ccccc2)c2c(C)c(C)c(=O)oc2c1 (configuration not stated)
3: N#Cc1ccccc1NC(=O)CC1CCCCC1
4: Cc1ccccc1Nc1nc(N)nc(COC(=O)c2cccc(S(=O)(=O)NCc3ccccc3)c2)n1
5: CCOc1ccccc1NC(=O)Cn1nnc(C(=O)NCc2cccs2)c1N
6: Cc1cc(=O)nc2c3ccccc3n(CC(=O)NCCCN3CCOCC3)n12
7: O=C(COC(=O)COc1ccccc1)Nc1ccc(Cl)cn1
8: CCOC(=O)c1nn(-c2ccccc2C)c2nc(-c3ccc(C)cc3)c(C#N)c(=O)n12
9: CC1(C)Cc2noc(N)c2C(C)(C)N1OC(=O)c1ccco1
10: Cc1ccc(C(=O)c2ccccc2C(=O)OCC(=O)NC(C)(C)C)cc1

Compound	1	2	3	4	5	6	7	8	9	10
DNMT1 inh	-3	0	4	-13	2	1	2	-1	0	-1
Scp-1 inhibitor	x	3	-5	-3	3	-4	-9	-6	-3	-3
CSN inh	-5	-2	1	-1	5	-3	3	2	0	-6
MsrA inh	-1.7	1.2	-0.1	0.2	0.6	x	-0.9	1.1	0.4	-0.7
NadD block	5	-7	-2	0	-7	8	5	3	-6	-9
STEP inh	0	-1	0	-2	-2	0	-2	2	-1	0
Tb MetRS inh	-0.3	-0.7	-0.2	0.1	-0.4	-0.7	-0.3	0.2	-2.6	-0.6
Rpn11 inh	i	i	i	i	i	i	i	i	i	i
SUMO1-SIM PPI	-2	-7	2	5	5	1	4	5	-2	3
LMPTP inh	2.8	-0.9	-0.3	2.1	-0.6	0.2	0.1	0.6	-1.7	0.3

11: COc1ccc(NC(=O)c2cc(-c3ccc(C)o3)nc3ccccc23)cc1
12: Cn1cccc1CNC(=S)Nc1cc(F)cc(F)c1
13: COc1ccccc1CN(Cc1cc2cc(C)ccc2[nH]c1=O)Cc1nnnn1CC1CCCO1 (configuration not stated)
14: COC(=O)C1(C(=O)OC)c2ccccc2N(S(=O)(=O)c2ccc(C)cc2)C1CC(C)=O (configuration not stated)
15: CC(C)(C)c1ccc(CC(=O)N2CCC2(C)C(=O)NCc2ccc3c(c2)OCO3)cc1 (configuration not stated)
16: O=C(NCCN1CCOCC1)c1cc(Br)ccc1Cl
17: Cc1nc(-c2ccc(S(=O)(=O)N3CCOCC3)cc2)cs1
18: O=C(Cc1cc(=O)oc2cc(O)ccc12)NCC1CCC(C(=O)O)CC1 (configuration not stated)
19: Cc1ccc(-c2nc(C)sc2CC(=O)OCC(=O)Nc2ccc(F)c(Cl)c2)cc1
20: O=C(c1ccc(NC(=S)NCc2ccco2)cc1)N1CCCCC1

Compound	11	12	13	14	15	16	17	18	19	20
DNMT1 inh	0	-1	0	x	-2	-1	0	-2	-4	-2
Scp-1 inhibitor	18	1	-5	x	x	0	-8	-2	2	1
CSN inh	0	2	5	1	-1	-1	0	-1	-4	0
MsrA inh	3.9	2.2	0.9	1.6	-1.1	-0.1	-1.0	2.3	-0.8	1.7
NadD block	21	-1	4	x	-7	-5	-4	3	-7	5
STEP inh	0	1	-2	x	-3	-1	0	-2	-2	1
Tb MetRS inh	0.1	0.0	0.8	0.4	-0.2	-0.8	0.2	-1.4	0.3	-0.2
Rpn11 inh	i	i	i	x	i	i	i	i	i	i
SUMO1-SIM PPI	-1	0	2	3	5	-5	3	4	12	-1
LMPTP inh	3.4	-0.8	0.1	0.1	0.8	0.0	-0.8	-1.0	2.5	-0.6

6 compounds out of the list above, arranged by the number in Scp-1 inhibitor, descending.
11: COc1ccc(NC(=O)c2cc(-c3ccc(C)o3)nc3ccccc23)cc1
19: Cc1ccc(-c2nc(C)sc2CC(=O)OCC(=O)Nc2ccc(F)c(Cl)c2)cc1
12: Cn1cccc1CNC(=S)Nc1cc(F)cc(F)c1
16: O=C(NCCN1CCOCC1)c1cc(Br)ccc1Cl
18: O=C(Cc1cc(=O)oc2cc(O)ccc12)NCC1CCC(C(=O)O)CC1 (configuration not stated)
13: COc1ccccc1CN(Cc1cc2cc(C)ccc2[nH]c1=O)Cc1nnnn1CC1CCCO1 (configuration not stated)

Compound	11	19	12	16	18	13
DNMT1 inh	0	-4	-1	-1	-2	0
Scp-1 inhibitor	18	2	1	0	-2	-5
CSN inh	0	-4	2	-1	-1	5
MsrA inh	3.9	-0.8	2.2	-0.1	2.3	0.9
NadD block	21	-7	-1	-5	3	4
STEP inh	0	-2	1	-1	-2	-2
Tb MetRS inh	0.1	0.3	0.0	-0.8	-1.4	0.8
Rpn11 inh	i	i	i	i	i	i
SUMO1-SIM PPI	-1	12	0	-5	4	2
LMPTP inh	3.4	2.5	-0.8	0.0	-1.0	0.1

Remaining list, next part.
21: C[C@H](NC(=O)c1nc[nH]c1C(=O)NCC(=O)OCc1ccccc1)c1ccccc1
22: Cc1ccccc1N1CCN(C2CCCN(C(=O)c3snnc3C)C2)CC1 (configuration not stated)
23: Cc1ccc(NS(=O)(=O)c2ccc(C)c(NC(=O)c3ccc(S(=O)(=O)N4CCCCCC4)cc3)c2)c(C)c1
24: CCC1COCCS(=O)(=O)N1Cc1cccc(C(F)(F)F)c1 (configuration not stated)
25: CCN(C(=O)CSc1nnc(Cn2nnc3ccccc32)o1)c1nc(C)cs1
26: Cn1c2c(c(=O)n1-c1ccccc1)CSCC2
27: CCOC(=O)C1=C(C)NC2=C(C(=O)CC(C)(C)C2)C1c1ccc2c(c1)CCCN2C (configuration not stated)
28: Cc1nn(C)c(C)c1CCC(=O)NC1CC(C)(C)Cc2c1cnn2-c1ccccc1 (configuration not stated)
29: CC1SC(c2ccc(Cl)cc2)NC1=O (configuration not stated)
30: O=C(CCc1ccccc1)NCc1ccc2c(c1)OCO2

Compound	21	22	23	24	25	26	27	28	29	30
DNMT1 inh	-5	2	-16	5	-3	-1	-4	0	-1	0
Scp-1 inhibitor	0	-5	x	-3	-8	-2	-12	-7	-3	-29
CSN inh	0	1	6	-4	-1	-7	4	5	2	-1
MsrA inh	1.9	-0.8	-0.2	-0.2	0.9	1.3	0.0	1.8	0.5	-0.6
NadD block	1	-1	9	-4	0	2	10	6	-7	-2
STEP inh	-1	2	0	3	-2	2	5	-2	1	-1
Tb MetRS inh	-0.4	-0.6	0.2	-0.5	-1.0	0.5	0.9	-0.2	-0.5	-0.3
Rpn11 inh	i	i	i	i	i	i	i	i	i	i
SUMO1-SIM PPI	2	2	0	-5	1	5	-4	-2	-6	1
LMPTP inh	-0.7	1.1	1.8	-2.0	-1.7	-1.0	5.5	-0.5	0.0	0.1

Looked up above:
compound 23 @ LMPTP inh = 1.8
compound 9 @ Tb MetRS inh = -2.6
compound 26 @ DNMT1 inh = -1
compound 11 @ Tb MetRS inh = 0.1
compound 2 @ Scp-1 inhibitor = 3
compound 16 @ SUMO1-SIM PPI = -5
compound 7 @ LMPTP inh = 0.1

Of the compounds above, these have a cyano group:
3: N#Cc1ccccc1NC(=O)CC1CCCCC1
8: CCOC(=O)c1nn(-c2ccccc2C)c2nc(-c3ccc(C)cc3)c(C#N)c(=O)n12

Compound	3	8
DNMT1 inh	4	-1
Scp-1 inhibitor	-5	-6
CSN inh	1	2
MsrA inh	-0.1	1.1
NadD block	-2	3
STEP inh	0	2
Tb MetRS inh	-0.2	0.2
Rpn11 inh	i	i
SUMO1-SIM PPI	2	5
LMPTP inh	-0.3	0.6

More records:
31: O=C(c1csc2c1CCCC2)n1cccn1
32: CCN(CC)c1ccc(N)cc1
33: O=S(=O)(CCNCc1ccco1)NC1CCCCC1
34: O=C1C[C@@H]2c3c(cccc3CN1Cc1ccccc1)C[C@@H](O)[C@H]2O
35: O=S(=O)(c1ccc(F)cc1)N1CCCN(c2nccc(C(F)(F)F)n2)CC1
36: Oc1ccc(-c2nccs2)cc1
37: Cn1cccc1/C=N/n1c(-c2ccc(C(C)(C)C)cc2)n[nH]c1=S
38: COc1cccc(CC2(CO)CCCN(Cc3cn[nH]c3-c3ccc(F)cc3)C2)c1 (configuration not stated)
39: COc1ccc(NC(=O)C2(C)Cc3c(-c4ccc(C(N)=O)cc4)ccnc3O2)cc1OC (configuration not stated)
40: CCOC(=O)NN1C(=O)c2ccccc2NC1c1ccc(N(C)C)cc1 (configuration not stated)
41: COc1cc(C(=O)c2cocc2C(=O)c2ccc3c(c2)OCO3)cc(OC)c1OC
42: Cc1cc(Oc2cnn(C(C)(C)C)c(=O)c2Cl)cc(C(C)C)c1
43: CC(C)c1nnc(NC(=O)COc2ccc3ccccc3c2)s1

Compound	31	32	33	34	35	36	37	38	39	40	41	42	43
DNMT1 inh	2	17	0	2	4	6	-3	-4	2	0	3	1	0
Scp-1 inhibitor	-12	-9	-5	-2	-7	1	0	-5	x	-4	-9	-7	-5
CSN inh	1	15	-3	3	2	-1	-2	3	4	3	-6	1	1
MsrA inh	-0.7	x	-0.3	-0.3	1.5	0.3	3.8	-0.2	0.9	2.9	2.1	-0.2	-0.9
NadD block	-4	7	5	1	0	-3	11	6	1	-3	-7	12	-4
STEP inh	0	-1	0	0	3	0	3	-1	-1	-4	-1	4	0
Tb MetRS inh	-1.1	-0.7	-0.3	0.0	-0.1	-0.3	-1.3	-0.6	-0.2	0.0	0.0	-0.6	-0.1
Rpn11 inh	i	+	i	i	i	i	i	i	i	i	i	i	i
SUMO1-SIM PPI	-2	-34	4	4	2	-2	-2	-1	7	-1	3	0	-1
LMPTP inh	-0.7	6.3	-1.1	-0.1	0.7	-0.8	3.9	0.1	-0.8	-1.2	-0.4	3.6	-0.1
